NCI-60 one-dose screen, 48 h, at 10 µM unless noted. Numbers give growth in % (100 = growth as untreated, 0 = no growth, -100 = all killed).
MDA-MB-435 – MDA-MB-435 melanoma | AID 1794794 | 82,000 tested, 7.8% active
MCF7 – MCF7 breast cancer; 82,000 tested, 6.3% active; AID 1794796
K-562 – K-562 leukemia; 78,000 tested, 7.4% active; AID 1794777
MOLT-4 – MOLT-4 leukemia cells; 80,000 tested, 6.9% active
RPMI-8226 – RPMI-8226 leukemia cells; 77,000 tested, 7.5% active; AID 1794781
MDA-MB-231 – MDA-MB-231 breast cancer | AID 1794789 | 81,000 tested, 5% active
MDA-MB-468 – MDA-MB-468 breast cancer; 78,000 tested, 8.5% active; AID 2202374
SR – SR leukemia cells; 73,000 tested, 8.7% active
* marks the source's active call; other numbers are inactive results; / = not tested or not shown; & = joins results of further samples; [ ] = another dose, or the depositor's remark. The calls were made as follows: active = growth percent below 10; inactive = the rest. This is a random part of the collection. About 15% of those tested had a hit in this group.

structure,MDA-MB-435,MCF7,K-562,MOLT-4,RPMI-8226,MDA-MB-231,MDA-MB-468,SR
CC1(C)CC[C@]23CC[C@]4(C)[C@H](CC[C@@H]5[C@@]6(C)CC(=O)CC(C)(C)[C@@H]6CC[C@]54C)[C@H]2[C@H]1OC3,85,88,96,96,90,88,113,84
CN(Cc1ccccc1)CC(O)CN(C)Cc1ccccc1,101,98,95,123,98,86,105,124
CN1CCN(c2ccc3nc(-c4ccc5nc(-c6ccc(OCCC(C)(C)C)cc6)[nH]c5c4)[nH]c3c2)CC1,-38*,-61*,/,-41*,-50*,-33*,-18*,/
CCOC(=O)N1CCN(c2nncc3ccccc23)CC1,105,103,110,99,101,108,98,102
CCN(CC)CC(O)c1ccc2ccc3ccc(O)cc3c2c1 (stereo not drawn),101,101,85,88,86,69,90,83
COC(=O)[C@H](CC(C)C)NC(=O)c1cccc(-c2cc(=O)c3c(OC)c(OC)c(OC)cc3o2)c1,102,74,67,68,54,73,63,70
COc1ccc(NCc2cn(-c3ccc(C(=O)O)cc3)nc2-c2ccc(C(=O)O)cc2)c(OC)c1,103,92,94,99,102,94,100,106
O=Nc1c(O)ccc2ccccc12.O=Nc1c(O)ccc2ccccc12.O=Nc1c([O-])ccc2ccccc12.[Fe+3],109,89,115,110,/,87,106,105
CN1CCCc2cc(/C=C3/SC(=S)N(CCc4ccc(O)cc4)C3=O)ccc21,17,72,28,51,50,82,/,33
COc1ccc(/C=C/C(=O)c2ccc(Oc3ncnc4ccccc34)cc2)cc1OC,39,8.9*,9.2*,57,0.4*,82,28,17
COc1ccc(SC2c3cc(OC)c(OC)cc3Oc3nc(N)c(C#N)c(N)c32)cc1 (stereo not drawn),-84*,-59*,/,-27*,-36*,-68*,-41*,-36*
CCN(CC)c1ccc(/C=C\c2cc(C)c3cc(C)ccc3n2)cc1,3.4*,20,13,40,17,54,1.3*,34
CCN(CC)CCCCCCCNc1c2ccc(Cl)cc2nc2ccc(OC)cc12,-79*,-32*,-21*,-11*,/,-30*,-87*,-17*
Cc1cccc(-n2c(Cn3nc(C)cc3-c3ccc(Cl)cc3)nnc2SCC(=O)Nc2ccc(S(N)(=O)=O)cc2)c1,98,82,67,72,75,91,73,85
Cc1nc2ccccc2c(C(=O)O)c1-c1ccccc1,108,98,/,/,115,97,107,/
COc1ccc(NC(=O)Cn2c(/C=C/c3cccc(OC)c3)nc3ccccc3c2=O)cc1,59,30,84,97,41,-30*,71,78
c1ccc2c(c1)ccc1cc3cc4oc5ccccc5c4nc3nc12,106,60,97,73,95,77,87,77
Cc1ccc(NC(=O)C(Cl)Cl)cc1,107,95,106,14,97,99,91,97
O=C(O)c1ccc(S(=O)(=O)c2ccccc2)cc1,112,97,98,100,115,99,118,88
CCC1=Cc2c(OC)cccc2OC12C=Cc1c(OC)cccc1O2 (stereo not drawn),-19*,11,7.6*,16,25,11,54,15
N/N=C(\CCNc1ccc(S(N)(=O)=O)cc1)c1ccccc1,105,98,102,100,102,108,109,111
O=C(c1nc2ccccc2[nH]1)C1C(c2ccc(F)cc2)C2CSCN2[C@@]12C(=O)Nc1ccccc12 (stereo partly drawn),95,87,87,84,88,93,94,81
NS(=O)(=O)c1ccc(C(=O)N2N=C(c3ccc(F)cc3)CC2c2ccccc2)cc1 (stereo not drawn),99,91,93,98,86,78,95,95
COc1ccc(/C(C)=C(\c2ccc(OCCN3CCCCCC3)cc2)c2ccc(OC(=O)C3CCCCC3)cc2)cc1,-77*,-24*,-24*,-14*,-55*,-84*,-74*,-20*
O=C1NC(=O)/C(=C/c2ccccc2OCc2cc3ccccc3nc2Cl)S1,101,74,85,85,94,64,81,105
CC(=O)N(C)c1cccc2cccc(S(=O)(=O)O)c12,104,98,100,97,104,99,94,97
C=C(C)[C@@H]1CC[C@]2(C(=O)n3cnc(C[C@@H](N)C(=O)OC)c3)CC[C@]3(C)[C@H](CC[C@@H]4[C@@]5(C)CCC(=O)C(C)(C)[C@@H]5CC[C@]43C)[C@@H]12,101,95,92,96,64,103,91,78
CCOc1ccc2nc(NC(=O)c3cccnc3Nc3ccc(F)cc3)sc2c1,103,90,89,89,63,95,106,88
Nc1cccc2c(S(=O)(=O)O)cccc12,107,91,108,73,90,94,/,76
CC(=O)OCCN1C=C(S(=O)(=O)c2ccccc2)C2=NCCCN2C1=O,103,91,101,105,101,105,108,98

Compounds shown so far that contain two or more sulfur atoms:
structure,MDA-MB-435,MCF7,K-562,MOLT-4,RPMI-8226,MDA-MB-231,MDA-MB-468,SR
CN1CCCc2cc(/C=C3/SC(=S)N(CCc4ccc(O)cc4)C3=O)ccc21,17,72,28,51,50,82,/,33
Cc1cccc(-n2c(Cn3nc(C)cc3-c3ccc(Cl)cc3)nnc2SCC(=O)Nc2ccc(S(N)(=O)=O)cc2)c1,98,82,67,72,75,91,73,85

Further records follow:
structure,MDA-MB-435,MCF7,K-562,MOLT-4,RPMI-8226,MDA-MB-231,MDA-MB-468,SR
c1ccc(Nc2nnc(-c3cccnc3)o2)cc1,101,84,95,101,106,101,98,/
Cn1cc(-c2csc(-c3cn(CCCN4CCCCC4)c4ccc(F)cc34)n2)c2cccnc21,71,79,0.8*,70,69,64,92,66
C#Cc1cccc(NC(=O)c2ccc(N=C=S)cc2)c1,96[8.25 µM],94[8.25 µM],101[8.25 µM],108[8.25 µM],104[8.25 µM],100[8.25 µM],101[8.25 µM],/
O=C(c1ccc(O)cc1)C1[C@H](c2ccc(Br)cc2)[C@@H](c2ccccc2)NC12C(=O)Nc1ccc(Br)cc12 (stereo partly drawn),-25*,-18*,3.5*,12,1.1*,-68*,-54*,/
COc1cc(NC(=O)CCSc2nc3ccccc3c(=O)n2-c2ccccc2)cc(OC)c1OC,99,84,70,85,65,60,98,84
O=C(Nc1c2ccccc2nc2ccccc12)c1ccccc1CN1C(=O)c2ccccc2C1=O,30,10,23,15,/,34,0.8*,30
Cc1nc2sc3cc(O)ccc3c2c(=O)[nH]1,92,109,91,97,108,96,95,81
O=C(Nc1cccc2cccnc12)c1cc(C(=O)c2ccc(Cl)cc2)n2ccc(-c3ccncc3)cc12,98,98,113,129,103,110,108,125
COc1ccc(NC(=O)Cn2c(=O)sc3c(-c4ccc(Cl)cc4)cc(-c4ccc(Cl)cc4)nc32)cc1,102,89,85,95,116,110,114,63
C=CC(O)C(C)C(=O)O (stereo not drawn),105,108,89,84,106,112,125,74
Cc1cc(C)nc(SCC(=O)O)n1,102,98,95,99,108,110,106,103
COc1cc(C=O)ccc1OCc1ccccc1,98&89,103&93,99&87,104&81,103&82,96&105,110&88,101&113
NC1=NC(=O)CS1,111&109,97&101,95&99,97&100,105&106,99&110,98&110,83&87
CC(=O)/C(N=Nc1c(C(=O)O)ccc2c1C(=O)c1ccccc1C2=O)=C(\C)O,109,91,88,113,111,94,104,117
CC(CCl)OC(=O)Nc1cccc(C(F)(F)F)c1 (stereo not drawn),93,80,81,80,98,47,77,89
NCCNCc1ccccc1,117,102,104,97,99,105,103,92
CN1CCc2c(sc3ncnc(N/N=C/c4ccc(N5CCOCC5)cc4)c23)C1,102,88,103,108,105,94,101,97
C=C(C)[C@@H]1CC[C@]2(C(=O)OCCCC[P+](c3ccccc3)(c3ccccc3)c3ccccc3)CC[C@]3(C)[C@H](CC[C@@H]4[C@@]5(C)CC[C@H](OC(=O)C(Cl)Cl)C(C)(C)[C@@H]5CC[C@]43C)[C@@H]12,-62*,3.4*,-36*,-45*,-40*,-50*,-62*,-34*
CNCC(=O)Nc1ccc(C(=O)OCC(C)C)cc1,102,92,98,69,97,98,88,84
N#C/C(=C\c1c(F)cccc1Cl)C(=O)O,111,93,111,105,104,106,91,105
CC(C)c1nc2ccccc2n1CC(=O)O,94,99,96,98,95,107,88,/
CC(=O)N(c1ccccc1)C(C(=O)c1ccccc1)c1ccccc1 (stereo not drawn),91,110,99,98,79,106,104,96
CCOC(=O)c1c[nH]c2cc(OCC3CC3)c(OCC3CC3)cc2c1=O,107,104,121,109,103,119,107,104
Cc1cc(=O)[nH]c2ccccc12,92,93,119,110,106,106,89,98
NS(=O)(=O)c1ccc(CCn2c(SCC(=O)N/N=C/c3ccc([N+](=O)[O-])cc3)nc3ccccc3c2=O)cc1,85,72,49,51,45,64,82,58
CCc1ccccc1NCCO,104,101,87,100,117,117,104,96
C#Cc1cccc(NC(=O)C2CCN(C(=O)CCl)CC2)c1,82[8.25 µM],70[8.25 µM],64[8.25 µM],54[8.25 µM],60[8.25 µM],92[8.25 µM],84[8.25 µM],32[8.25 µM]
CCC(O)c1ccc(Br)cc1NC(=O)c1cccc(Cl)c1 (stereo not drawn),17,14,8.8*,10,18,-1.7*,4.6*,8.3*
C[C@@H](CO)C[C@@H](C)c1cc2ccccc2o1,111,112,92,96,100,101,86,88
CCCC(=O)C(C)(C)C(C)=O,107,94,108,107,/,108,108,99

Results in MOLT-4 (six entries from above):
canonical_smiles	MOLT-4
COc1ccc(NC(=O)Cn2c(=O)sc3c(-c4ccc(Cl)cc4)cc(-c4ccc(Cl)cc4)nc32)cc1	95
C=C(C)[C@@H]1CC[C@]2(C(=O)OCCCC[P+](c3ccccc3)(c3ccccc3)c3ccccc3)CC[C@]3(C)[C@H](CC[C@@H]4[C@@]5(C)CC[C@H](OC(=O)C(Cl)Cl)C(C)(C)[C@@H]5CC[C@]43C)[C@@H]12	-45*
COc1cc(NC(=O)CCSc2nc3ccccc3c(=O)n2-c2ccccc2)cc(OC)c1OC	85
Cc1nc2sc3cc(O)ccc3c2c(=O)[nH]1	97
C#Cc1cccc(NC(=O)C2CCN(C(=O)CCl)CC2)c1	54[8.25 µM]
O=C(Nc1c2ccccc2nc2ccccc12)c1ccccc1CN1C(=O)c2ccccc2C1=O	15

Carrying on:
structure,MDA-MB-435,MCF7,K-562,MOLT-4,RPMI-8226,MDA-MB-231,MDA-MB-468,SR
O=C1c2ccccc2C(=O)c2c1oc1oc3c(c(=O)c21)c(=O)n(-c1ccccc1)c1ccccc31,88,52,27,16,20,97,-27*,11
Cc1cc2cc3cc(C)c(N)cc3[n+](C)c2cc1N,9.5*,8.3*,9.8*,5.3*,-1.3*,20,-29*,/
CCCCCCN(CCCCCC)CC(O)c1cc(-c2ccccc2)nc2cc(Cl)ccc12 (stereo not drawn),104,97,49,73,90,/,111,66
COC(=O)c1nc(-c2ccccc2)oc1Nc1ccc(C)cc1,92,88,77,76,86,112,105,64
BrC1(c2ccccc2)c2ccccc2-c2ccccc21,108,113,107,104,105,107,94,90
CC(C)C[C@H](N)C(=O)N=S(N)(=O)c1cccc2ccccc12 (stereo partly drawn),101,96,97,104,101,104,110,105
CCc1ccc(OC(C)=O)cc1,106,87,96,100,104,98,121,97
COc1cc(C)ccc1Oc1nc(Nc2ccc(N3CCOCC3)cc2)ncc1NCc1cccc(OC(F)(F)F)c1,110,98,84,64,98,105,113,79
CC(CCC(=O)O)(NC(=O)c1ccc([N+](=O)[O-])cc1)C(=O)O (stereo not drawn),105,107,99,94,116,113,112,96
COc1cc2oc(-c3cccc(NC(=O)Nc4ccc5c(c4)OCO5)c3)cc(=O)c2c(OC)c1OC,69,65,42,55,-1.6*,61,75,33
CCOC(=O)CCC(=O)P(=O)(O)O,125,110,9.0*,63,42,119,114,4.4*
NCCCCC(N)C(=O)NNc1n[nH]c(=S)n1N (stereo not drawn),105,100,102,103,103,106,112,103
CC(=O)Nc1ccccc1O,118,102,113,140,104,103,/,142
O=C(CSc1nc2ccccc2c(=O)n1-c1ccccc1)Nc1ccc(C(=O)/C=C/c2ccc(Cl)cc2)cc1,103,85,91,100,92,93,121,85
CC(=O)OCC(COC(C)=O)OC(C)=O,106,106,118,103,92,91,110,111
CC(C)[C@H]1CCC2=C3CC[C@]45OC(=O)[C@@]6(CCC(C)(C)C[C@H]64)CC[C@@]5(C)[C@]3(C)CC[C@@]21C,78[100 µM],61[100 µM],45[100 µM],26[100 µM],58[100 µM],61[100 µM],76[100 µM],60[100 µM]
O=C1C2C(c3ccccc3)=C(c3ccccc3)C1C1C(c3ccccc3)=C(c3ccccc3)C(=O)C21 (stereo not drawn),80,67,46,48,37,77,55,41
CC(=O)C1=C(C)NC(C)=C(C(C)=O)C1C,98,104,106,115,106,116,/,116
Nc1cc(-c2ccccc2)nn1-c1nc(-c2ccc(F)cc2)cs1,111,67,94,101,100,86,110,94
O=c1[nH]nc(-c2ccc[nH]2)[nH]1,95,103,98,95,107,129,96,80
CCOc1ccc(CC(O)CNCC(C)C)cc1 (stereo not drawn),111,104,93,66,80,106,112,83
CC[C@@H](CO)NCCN[C@@H](CC)CO,109,117,108,96,111,107,108,98
NS(=O)(=O)c1cccc(N/C=C/C(=O)c2cc3cc(Br)ccc3oc2=O)c1,103,97,104,117,100,101,94,100
O=c1[nH]c2cc(Cl)ccc2nc1/C=C(\O)c1ccc(O)cc1,110,95,106,111,104,113,104,109
O=c1ccc2ccc(OCc3cn(Cc4ccccc4)nn3)cc2o1,106,92,92,97,95,95,96,/
COc1ccc(Cn2ccc3c2-c2nc(OC)c(S(=O)(=O)c4ccccc4)cc2CCC3)cc1,97,84,74,72,76,77,96,78
O=C(Cc1ccc(Cl)nc1)Nc1cc(NCCCO)c([N+](=O)[O-])cc1Cl,104,91,98,95,101,94,87,98
C=C(C)[C@@H]1CC[C@]2(C(N)=O)CC[C@]3(C)[C@H](CC[C@@H]4[C@@](C)(CCC#N)[C@H](C(=C)C)CC[C@]43C)[C@@H]12,81,61,64,67,75,72,81,/
